# RAM network inh = yeast RAM network inhibition; inhibition, % at 50 µM; S. cerevisiae dse1pr::URA3 reporter, 5-FOA growth OD615, 2 d; analog-sensitive cbk1-as2 kinase mutant strain; actives 1.8% (n = 190,000);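 active = inhibition above a set limit, 3 SD over mean compound inhibition, cut at about 8.4% in these data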;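 also: 0% = DMSO-only wells with no growth and 100% = 10 µM 1-NA-PP1 full growth; inhibition rescues growth on 5-FOA so higher OD means more RAM inhibition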
# STAT3 inh = reduces IL-6 driven STAT3 reporter signal | U3A cells, IL-6 STAT3-luciferase reporter, luminescence; host cell line lacks STAT1 | inhibition, % at 5.5 µM | actives 0.89% (n = 190,000);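 active = inhibition above the mean inhibition across all screened compounds plus 3 SD, cut at about 44% in these data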;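 also: 0% = DMSO only wells and 100% = 100 µM nifuroxazide control wells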
# STAT1 inh = STAT1 signaling inhibition; NIH 3T3 STAT1-luciferase reporter, IFN-gamma, luminescence; actives 0.35% (n = 200,000); inhibition, % at 5.5 µM;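 active = inhibition above a set limit, the mean inhibition across all tested compounds plus 3 SD, cut at about 34% in these data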;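 also: 0% = IFN-gamma with DMSO and 100% = IFN-gamma with 300 µM nifuroxazide; values of inactives mirror those of a sister screen read the other way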
# FLuc inh counter = counter-screen for luciferase assay inhibitors: firefly luciferase inhibition | inhibition, % at 10 µM | ATPLite firefly luciferase biochemical luminescence, 10 min | actives 1.5% (n = 200,000);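 active = inhibition above about 50% when tested at 10 µM, limit read from the data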
# Target sequence (P08659 whole entry, looked up): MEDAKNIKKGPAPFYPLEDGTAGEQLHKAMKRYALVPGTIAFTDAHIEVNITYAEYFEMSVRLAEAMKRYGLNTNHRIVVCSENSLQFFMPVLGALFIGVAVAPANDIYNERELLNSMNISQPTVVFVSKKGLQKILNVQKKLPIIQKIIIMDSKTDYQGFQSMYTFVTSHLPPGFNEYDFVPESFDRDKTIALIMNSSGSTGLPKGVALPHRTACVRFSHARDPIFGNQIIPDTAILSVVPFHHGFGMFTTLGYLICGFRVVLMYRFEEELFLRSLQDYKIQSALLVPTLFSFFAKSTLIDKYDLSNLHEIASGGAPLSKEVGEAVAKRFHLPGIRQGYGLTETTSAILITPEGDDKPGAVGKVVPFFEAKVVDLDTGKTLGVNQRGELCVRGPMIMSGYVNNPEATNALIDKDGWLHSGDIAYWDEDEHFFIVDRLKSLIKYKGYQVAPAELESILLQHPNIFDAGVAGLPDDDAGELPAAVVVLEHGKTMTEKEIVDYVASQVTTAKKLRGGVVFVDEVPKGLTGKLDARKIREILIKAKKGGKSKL
# APP 5'UTR act = activates APP 5'UTR luciferase reporter | SH-SY5Y APP 5'UTR luciferase reporter, luminescence; zero percent = DMSO vehicle wells | AID 1276 | activation, % at 2 µM | actives 1% (n = 190,000);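 active = activation above a set limit, based on mean plus 3 SD of controls, cut at about 140% in these data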; also: values of inactives mirror those of a sister screen read the other way
# STAT3 act = STAT3 signaling activation; U3A cells, IL-6 STAT3-luciferase reporter, luminescence; 100% = signal with IL-6 EC80 alone; activation (% of control), % at 5.6 µM; actives 0.91% (n = 190,000); AID 871;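 active = activation above the screen-wide mean of compound activation plus 3 SD, cut at about 130% in these data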;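 also: 0% = background luminescence of wells with medium and substrate only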
#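 Test system: STAT3-luciferase reporter U3A cells; Detection: reporter luminescence signal; Times: 1 h compound pre-exposure, 6 h IL-6 stimulation, 37 °C; Benchmarks: IL-6-only high control; Also added: IL-6 stimulus at 33 ng/mL final.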
# Hsp70 act = Hsp70 transcriptional activation, primary screen; HeLa Hsp70 promoter luciferase reporter, luminescence; scaled: vehicle 0, proteasome-inhibitor control 100%; activation, % at 10 µM; actives 0.04% (n = 200,000); AID 1203;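 active = activation above the mean across all tested compounds plus 3 SD, cutoff set per campaign, cut at about 5.5% in these data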;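 also: 100% = MG132 at 30 µM as the positive control and 0% = DMSO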
# APP 5UTR inh = APP translation inhibition. AID 1285. SH-SY5Y APP 5'UTR-luciferase reporter, luminescence. actives 0.82% (n = 190,000). inhibition, % at 2 µM;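 active = inhibition above a set limit, derived from the sample mean plus 3 SD, cut at about 45% in these data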; also: values of inactives mirror those of a sister screen read the other way
# STAT1 act = activators of IFN-gamma induced STAT1 signaling; activation (% of control), % at 5.5 µM; NIH 3T3 STAT1-luciferase reporter, luminescence; 100% = IFN-gamma alone, no compound; actives 2.6% (n = 200,000); AID 932;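 active = activation above the screen-wide mean activation plus 3 SD, cut at about 130% in these data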;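 also: raw ratio to IFN-gamma control signal so 100% means no change and 0% no light; values of inactives mirror those of a sister screen read the other way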
# NF-kB expr up = NF-kB expression increase, human neuronal cells. NF-kB reporter expression; active compounds read high. fold change at 12.5 µM. actives 1.6% (n = 190,000); in the data active = fold change above about 3.3
# Active calls of the source: *; . = not tested or not shown. Compounds as they come; any-hit rate near 7.7%.
SMILES,RAM network inh,STAT3 inh,STAT1 inh,FLuc inh counter,APP 5'UTR act,STAT3 act,Hsp70 act,APP 5UTR inh,STAT1 act,NF-kB expr up
Cc1noc(C)c1COC(=O)c1ccccc1Sc1ccccc1C#N,4.7,18,7,-4,11,89,0.2,-11,93,0.96
CCCN(CCC)CCCNC(=O)C1c2cc(OC)c(OC)cc2C(=O)N(C)C1c1cccs1 (stereo unspecified),-0.2,4,3,-4,-7,102,-0.4,8,97,0.88
COc1ccc(C(CNC(=O)COc2ccccc2-c2ccccc2)N2CCOCC2)cc1 (stereo unspecified),-0.2,-13,1,-4,5,113,-0.3,-5,99,0.73
CC(=O)NCCOc1nc(N(C)C)nc(N(C)C)n1,1.8,11,0,-7,-15,94,-0.3,15,100,1.1
Cc1ccc(S(=O)(=O)NC(Cc2c[nH]c3ccccc23)C(=O)O)cc1 (stereo unspecified),.,-7,9,.,10,116,0.2,-10,92,.
CCN1CCN(c2ccc(S(=O)(=O)N(CC)CC)cc2[N+](=O)[O-])CC1,2.6,1,0,-2,-4,107,0.0,4,100,1
CC(C)N1CCc2c(sc(NC(=O)c3cc(-c4cccs4)nc4ccccc34)c2C(N)=O)C1,6.0,2,0,-14,-13,99,-0.2,13,100,0.34
CCCC/C=C1\CCc2c([nH]c3ccccc23)C1=O,4.4,15,-31,1,20,92,0.0,-20,125,1.7
CCC(C)c1ccccc1NC(=O)CN1CCN(C/C=C/c2ccccc2)CC1 (stereo unspecified),1.8,-11,-5,-6,2,109,-0.6,-2,104,1
CCOC(=O)c1ccc(N=c2sc(C(=O)OC)cc(=O)n2CCCN2CCOCC2)cc1,0.0,9,-4,-8,24,97,0.4,-24,104,0.95
O=C(CC1(O)C(=O)N(CCc2ccccc2)c2ccccc21)c1ccccn1 (stereo unspecified),2.3,15,-6,-2,19,91,0.0,-19,104,1.2
CCCCOc1ccc(C(=O)OCC(=O)Nc2cc(C)on2)cc1,3.8,-4,-1,-4,-14,107,-0.3,14,100,1.1
CC1(C)CC(=O)C=C(Nc2ccc(S(N)(=O)=O)cc2)C1,1.1,-1,-1,-10,15,103,-0.2,-15,101,1.1
CCOC(=O)N1CCN(S(=O)(=O)c2ccc(C(=O)Nc3ccc4c(c3)C(=O)NC4=O)cc2)CC1,4.0,-7,-9,-3,-10,106,-0.1,10,108,0.97
CN(C)/C=C/C(=O)c1ccc(Cl)cc1Cl,-1.1,-3,-7,-4,6,106,-0.1,-6,103,0.9
Cc1n[nH]c(=S)n1/N=C/c1ccc(OCc2ccc(Cl)cc2)cc1,3.7,6,-15,-4,12,96,-0.3,-12,114,1.9
COC(=O)c1cccnc1-n1c(=O)c2cccnc2n(CC(=O)Nc2ccc(Br)cc2)c1=O,5.8,-12,-2,-2,-18,110,-0.2,18,100,1.2
Cc1ccccc1NC(=O)NCC1CCCO1 (stereo unspecified),2.2,0,3,-3,-9,100,-0.1,9,96,1.1
O=C(NCCCN1CCCC1=O)c1cccc(Oc2ccccc2)c1,0.4,5,9,-8,2,100,0.0,-2,89,1.1
Cc1cc(C2C(C#N)=C(N)SC(N)=C2C#N)c(C)s1,0.4,0,2,-7,2,103,-0.3,-2,98,0.85
Clc1ccc(-c2csc(N/N=C\c3cccnc3)n2)cc1,-0.4,12,-6,-3,22,90,0.0,-22,106,1.2
COc1cc(C(=O)NC(=S)NCc2ccco2)cc(OC)c1OC,0.5,10,5,-4,-19,96,0.0,19,95,1.2
CCOc1ccccc1C1C2C(=O)N(c3ccccc3)C(=O)C2ON1c1ccccc1 (stereo unspecified),-0.5,12,7,-4,18,93,0.3,-18,94,2.1
C/C(=N\NS(=O)(=O)c1ccc(Cl)cc1)c1ccc(NC(=O)c2ccco2)cc1,0.7,-7,-48,-5,8,104,0.4,-8,142*,1.7
C/C(=N/NC(=O)COc1cc(C)ccc1C(C)C)C(=O)O,-1.2,3,2,-5,-82,105,-0.3,82*,98,1.1
COc1cc(-n2c(=O)c3ccccc3n(Cc3cc(=O)n4ccccc4n3)c2=O)cc(OC)c1OC,0.7,-2,-2,-3,-10,100,-0.4,10,104,1.3
O=C(CSc1ccc(-c2ccc(F)cc2)nn1)N1CCCc2ccccc21,0.6,-1,-4,0,8,100,-0.3,-8,103,0.72
O=C(NC(c1ccccc1)c1cc(Cl)c2cccnc2c1O)c1cccnc1 (stereo unspecified),3.5,2,-6,-6,.,99,-0.3,.,106,0.83
Cc1c(C(=O)NC(=S)NCc2cccnc2)oc2ccccc12,0.0,6,-10,-2,27,99,-0.5,-27,110,1.1
Cc1cc(C)c(S(=O)(=O)NCCC2CCCN2C)c(C)c1 (stereo unspecified),0.9,-1,-1,-3,11,101,-0.4,-11,101,0.97
Cc1cc(C)n(C2=NS(=O)(=O)c3ccccc32)n1,0.9,2,-2,-9,4,102,-0.2,-4,102,1.2
Cn1nc(OC(=O)Nc2cccc(Cl)c2)cc1C(F)(F)F,1.6,12,0,-10,1,94,-0.6,-1,100,1.2
Cc1cccc(N=C2NC(=O)CS2)c1,0.0,9,-2,-4,-6,98,-0.5,6,102,1.1
Cc1noc(C)c1COc1ccc(CC(=O)NCc2ccccc2)cc1,1.2,-13,-9,-6,-86,114,0.6,86*,106,1.6
Cc1cc(N(CN2CCCC2=O)C(=O)c2ccccc2)no1,3.8,-1,-6,-8,1,104,0.0,-1,105,1.2
C=CCN=C(NC#N)SCc1ccccc1Cl,2.8,11,6,0,5,98,-0.2,-5,95,0.95
CCCc1cc(=O)[nH]c(SCC(=O)N2CCN(S(=O)(=O)c3ccc(C)cc3C)CC2)n1,5.8,0,0,-7,20,100,-0.1,-20,100,0.97
CCOC(=O)Cc1csc(NC(=O)c2c(-c3c(Cl)cccc3Cl)noc2C)n1,2.4,3,4,-10,23,101,0.1,-23,96,0.73
O=c1c2ccccc2nc(SCc2nc3ccccc3s2)n1Cc1ccco1,4.7,6,4,-9,-6,101,-0.3,6,96,1.4
CC(=O)c1ccccc1NC(=O)COC(=O)c1ccc2c(c1)nc(C)n2-c1ccccc1,3.9,-12,2,10,-6,109,-0.1,6,98,1.1
O=C(NCCCCO)C(F)(F)C(F)(F)C(F)(F)C(=O)NCCCCO,0.2,0,0,-7,-2,105,-0.3,2,100,1.1
Cc1ccc(S(=O)(=O)N(CC(O)CN2CCCC2)c2ccccc2)cc1 (stereo unspecified),0.8,-1,0,-2,-8,104,0.0,8,100,0.98
Cc1nn(Cc2c(F)c(F)c(F)c(F)c2F)c(C)c1NC(=O)c1c(-c2ccccc2)nn(-c2ccccc2)c1C,4.2,37,0,-6,-7,72,-0.1,7,100,1.4
CCN(CC)CCCNC(=O)c1ccc2c(SCC(=O)O)c3c(nc2c1)CCC3,1.5,12,8,-5,-3,97,-0.2,3,92,1.2
Cc1cc2nc(-c3ccc(SCc4ccccc4C#N)nc3)[nH]c2cc1C,4.0,21,-19,3,12,90,0.3,-12,117,0.77
Cn1c(=NC(=O)c2ccccc2[N+](=O)[O-])sc2cc(S(C)(=O)=O)ccc21,2.3,-8,-86,21,178*,107,0.3,-178,177*,1.3
CCN1CCN(c2nc3c(C)cccn3c(=O)c2/C=C(\C#N)S(=O)(=O)c2ccc(C)cc2)CC1,1.3,0,-1,-12,-12,102,-0.1,12,101,1.3
COCCCNC(=O)CNC(=S)N(Cc1ccccc1)Cc1cccnc1,3.0,16,-4,-5,-21,95,0.0,21,103,1.1
O=C(CCSCc1ccc(Cl)cc1)NCCc1ccccc1,2.6,1,-6,-5,-5,102,-0.2,4,105,1.2
CCOc1ccc(-n2c(C)cc(/C=C3/C(=N)N4C(=NC3=O)SN=C4S(C)(=O)=O)c2C)cc1,4.4,-12,-3,-1,-5,112,0.5,5,101,1.2
O=C(CSc1cn(Cc2ccccc2)c2ccccc12)Nc1nccs1,2.8,-12,-51,50*,68,119,0.2,-68,146*,2.7
COc1ccccc1NC(=O)c1cc2ccccc2o1,4.7,-73,-58,27,46,165*,0.1,-46,154*,2.4
O=C(COC(=O)c1ccc(F)cc1F)Nc1ccc2[nH]c(=O)[nH]c2c1,6.1,12,-2,-1,-7,95,0.1,7,101,1.1
CN(CC(=O)Nc1ccc(Cl)cc1)C(=O)c1cccc(S(=O)(=O)N(C)C)c1,0.2,-2,-3,-8,-24,104,-0.2,24,102,1.1
CCCn1c2c(c(O)c(C(=O)NCc3ccccc3)c1=O)CCCC2,5.8,-2,-5,-2,2,106,0.0,-2,104,0.88
O=C(COc1ccccc1)Nn1cnc2ccccc21,-0.2,-5,11,-6,9,108,-0.3,-9,90,1.2
CCC(C)Oc1nc(C)cc(C)c1S(=O)(=O)c1ccccc1C (stereo unspecified),0.5,18,6,-1,2,91,0.1,-2,96,0.91
Cc1nc2cc(-c3ccc(Cl)cc3)nn2c(C)c1CCC(=O)NCc1ccco1,2.4,19,5,-5,-26,88,-0.5,26,96,0.85
Cc1cc(C)c(C)c(S(=O)(=O)Nc2ccccc2C(=O)NCCCn2ccnc2)c1C,1.2,-12,7,-8,17,114,-0.1,-17,94,1
Cc1ncsc1CCC(=O)N1CCCC(C(=O)c2ccc3c(c2)OCO3)C1 (stereo unspecified),-0.5,6,-11,-3,32,98,-0.1,-32,108,1.3

# Record cards, as listed above. Screens in order: RAM network inh	STAT3 inh	STAT1 inh	FLuc inh counter	APP 5'UTR act	STAT3 act	Hsp70 act	APP 5UTR inh	STAT1 act	NF-kB expr up
# `O=C(CCSCc1ccc(Cl)cc1)NCCc1ccccc1` reads 2.6	1	-6	-5	-5	102	-0.2	4	105	1.2
# `Cc1ncsc1CCC(=O)N1CCCC(C(=O)c2ccc3c(c2)OCO3)C1` (stereo unspecified) reads -0.5	6	-11	-3	32	98	-0.1	-32	108	1.3

# Carrying on.
SMILES,RAM network inh,STAT3 inh,STAT1 inh,FLuc inh counter,APP 5'UTR act,STAT3 act,Hsp70 act,APP 5UTR inh,STAT1 act,NF-kB expr up
CCOC(=O)C1=C(C)Nc2ccccc2N=C1NC(=O)C(CC)c1ccccc1 (stereo unspecified),0.8,-5,3,-4,2,103,-0.4,-2,97,1.6
CCOc1ccc(S(=O)(=O)NC(C)C)cc1C(N)=O,3.6,-2,2,-5,5,103,0.1,-5,98,0.93
COc1ccc(C)cc1NC(=O)CCN1CCCC1,0.6,11,1,-4,4,94,-0.3,-4,99,0.99
CC(C)C(C(=O)NCC1CCCO1)N(Cc1cccs1)C(=O)CNS(=O)(=O)c1ccccc1 (stereo unspecified),0.8,-5,8,-2,22,106,-0.2,-22,93,0.99
CCC1=NN(C(=O)COc2ccccc2)C(O)(c2ccncc2)C1 (stereo unspecified),-0.6,1,-8,-1,7,102,-0.1,-7,106,1.1
COc1ccc(S(=O)(=O)N2CCCN(CC(=O)Nc3ccc4c(c3)OCO4)CC2)cc1,1.2,0,6,-6,0,103,0.1,0,94,1.1
Cc1nc2ccccc2cc1C(=O)NCc1ccc(F)cc1,1.5,2,24,-5,-18,104,-0.2,18,76,1.1

# Pulled by compound from the list above (two):
SMILES,RAM network inh,STAT3 inh,STAT1 inh,FLuc inh counter,APP 5'UTR act,STAT3 act,Hsp70 act,APP 5UTR inh,STAT1 act,NF-kB expr up
CCC1=NN(C(=O)COc2ccccc2)C(O)(c2ccncc2)C1 (stereo unspecified),-0.6,1,-8,-1,7,102,-0.1,-7,106,1.1
CC(C)C(C(=O)NCC1CCCO1)N(Cc1cccs1)C(=O)CNS(=O)(=O)c1ccccc1 (stereo unspecified),0.8,-5,8,-2,22,106,-0.2,-22,93,0.99
